# Screening data from PubChem BioAssay.
# sPLA2-III inh – Inhibits HGIII-sPLA2 liposome hydrolysis, primary screen; Q9NZ20; AID 743126; hit rate 0.56% among 370,000; inhibition, % at 12.2 µM; QFRET BODIPY PC-A2 liposome hydrolysis, fluorescence;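 active = inhibition above mean plus 3 SD of compounds lying within the high and low control bounds, cut at about 19% in these data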;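 also: 0% = median of test compound wells and 100% = no enzyme DMSO wells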
# Target sequence (Q9NZ20 whole entry, looked up): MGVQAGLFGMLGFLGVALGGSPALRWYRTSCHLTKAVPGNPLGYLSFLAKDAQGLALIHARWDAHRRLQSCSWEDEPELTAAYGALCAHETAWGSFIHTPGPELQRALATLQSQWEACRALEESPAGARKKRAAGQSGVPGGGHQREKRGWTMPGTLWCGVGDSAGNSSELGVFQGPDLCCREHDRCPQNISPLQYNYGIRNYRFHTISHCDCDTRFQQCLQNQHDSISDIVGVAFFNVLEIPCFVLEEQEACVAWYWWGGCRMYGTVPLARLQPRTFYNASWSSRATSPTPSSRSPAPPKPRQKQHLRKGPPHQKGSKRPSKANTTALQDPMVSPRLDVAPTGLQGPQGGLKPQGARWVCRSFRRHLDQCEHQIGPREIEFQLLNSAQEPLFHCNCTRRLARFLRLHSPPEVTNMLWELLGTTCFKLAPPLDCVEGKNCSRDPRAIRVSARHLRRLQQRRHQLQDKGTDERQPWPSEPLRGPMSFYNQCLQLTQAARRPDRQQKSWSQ
# hcDAF-12 act – activates DAF-12 receptor from parasite H. contortus | activation, % at 6.8 µM | HEK293 hcDAF-12 lit1-tk-luc reporter, luminescence; 0% DMSO, 100% Δ7-dafachronic acid | AID 652067 | hit rate 1.4% among 370,000;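 active = activation above the mean of all tested compounds plus 3 SD, cut at about 5.5% in these data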;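 also: 100% = response to 3 µM Δ7-dafachronic acid high control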
# NPR1 activator – GC-A (human) enzyme activation; P16066; AID 1671463; activation, % at 10 µM; hit rate 0.14% among 370,000; HEK293 GC-A cells, cGMP TR-FRET, EC30 ANP; 0% at EC30 ANP, 100% saturating ANP; in the data active = activation above about 40%
# ssDAF12 agonist – activates DAF-12 receptor from parasite S. stercoralis; AID 652126; hit rate 1% among 370,000; activation, % at 6.8 µM; HEK293 ssDAF-12/GRIP1 lit1-tk-luc reporter, luminescence; % of 3 µM dafachronic acid response;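 active = activation above the mean over all tested compounds plus 3 SD, cut at about 0.9% in these data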;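 also: 0% = DMSO-only wells and 100% = 3 µM delta7-dafachronic acid wells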
# hgDAF-12 ag – activates the H. glycines DAF-12 receptor ligand-binding domain; hit rate 1.8% among 370,000; activation, % at 6.8 µM; HEK293 GAL4-hgDAF12 UAS-luciferase reporter, agonist luminescence; normalized to butyrate control;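 active = activation above a cutoff set at the mean of all screened compounds plus 3 SD, cut at about 10% in these data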;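 also: 0% = DMSO wells and 100% = sodium butyrate wells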
# proKLK7 act – activates the human kallikrein-7 zymogen; hit rate 0.9% among 370,000; P49862; activation, % at 7 µM; purified proKLK7, EDANS-DABCYL substrate fluorescence; 100% is mature enzyme control, 0% vehicle;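 active = activation above the mean of all tested compounds plus 3 SD, computed per campaign excluding outliers beyond control limits, cut at about 13% in these data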
# Target sequence (P49862 whole entry, looked up): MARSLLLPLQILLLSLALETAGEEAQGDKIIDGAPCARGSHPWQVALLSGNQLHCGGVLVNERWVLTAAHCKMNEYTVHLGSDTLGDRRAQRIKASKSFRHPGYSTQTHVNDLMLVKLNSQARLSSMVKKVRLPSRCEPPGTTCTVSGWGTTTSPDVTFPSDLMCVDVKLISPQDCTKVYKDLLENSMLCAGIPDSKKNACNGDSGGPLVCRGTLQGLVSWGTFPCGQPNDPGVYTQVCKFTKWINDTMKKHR
# DAX1 inh-1 – blocks DAX1 repression of SF-1 activated StAR promoter | hit rate 1.1% among 370,000 | HEK293T StAR-luciferase reporter, SF-1/DAX-1 repression relief | AID 652010 | inhibition, % at 6.8 µM;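 active = inhibition above the mean over all tested compounds plus 3 SD, cut at about 3.6% in these data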;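 also: 0% = DAX-1 cells with DMSO and 100% = cells lacking DAX-1 with DMSO; higher inhibition means more luminescence from relief of DAX-1 repression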
# GC-B act – GC-B (human) receptor activation | AID 1920062 | HEK293-GC-B cells, CNP EC30, cGMP TR-FRET; 0% at EC30 CNP, 100% saturating CNP | activation, % at 10 µM | hit rate 0.11% among 370,000;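 active = activation at 10 µM reaching about 35% in either raw or pattern-adjusted values, limit read from the data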
# SMARCA2 act – activators of SMARCA2 function; hit rate 1% among 370,000; AID 652017; activation, % at 9.1 µM; MG213 cells, MMTV-luciferase reporter, dexamethasone, overnight; in the data active = activation above about 7.8%;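 also: 0% = vehicle wells and 100% = reference activator wells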
# FXN GAA850 act – increases GAA850 frataxin promoter reporter activity; AID 540364; HEK293 lucGAA850 FXN promoter luciferase reporter, 24 h; percent of 10 µM SAHA response; activation, % at 6 µM; hit rate 0.56% among 360,000;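 active = activation above the average of all compounds screened plus 3 SD, cutoff fixed separately per campaign, cut at about 7.5% in these data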;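 also: 0% = DMSO wells and 100% = 10 µM SAHA wells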
# DAX1 inh-2 – inhibits human nuclear receptor DAX1. P51843. HEK293 Gal4-DAX1 luciferase reporter, luminescence. inhibition, % at 6.75 µM. hit rate 0.99% among 340,000. AID 504766;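 active = inhibition above the mean over all tested compounds plus 3 SD, cut at about 4.2% in these data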;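 also: 0% = DAX1-transfected cells with DMSO and 100% = empty-vector control cells with DMSO; inhibition shows as a rise in luminescence from relieved DAX1 repression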
# Target sequence (P51843 207-470 limits assumed): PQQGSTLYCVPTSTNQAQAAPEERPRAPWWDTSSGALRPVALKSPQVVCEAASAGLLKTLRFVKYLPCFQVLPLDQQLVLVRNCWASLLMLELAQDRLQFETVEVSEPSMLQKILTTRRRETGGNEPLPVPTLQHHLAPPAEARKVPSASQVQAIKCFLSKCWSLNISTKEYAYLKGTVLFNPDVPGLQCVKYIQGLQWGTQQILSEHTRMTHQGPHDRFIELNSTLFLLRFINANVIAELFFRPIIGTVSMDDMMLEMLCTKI
# An asterisk follows results filed as active; . = no result given.
SMILES,sPLA2-III inh,hcDAF-12 act,NPR1 activator,ssDAF12 agonist,hgDAF-12 ag,proKLK7 act,DAX1 inh-1,GC-B act,SMARCA2 act,FXN GAA850 act,DAX1 inh-2
Cc1nnc2n(Cc3ccccc3)c(=O)c3c4c(sc3n12)COC(C(C)C)C4 (stereo not given),5,0.0,8,-1.6,-0.5,0.0,0.5,7,4,-0.2,0.0
CCc1nc2n(n1)C(O)c1cc([N+](=O)[O-])ccc1S2 (stereo not given),2,0.3,6,-1.6,-0.6,0.0,0.5,3,-3,1.8,-1.1
CCOC(=O)C1(C)CCN1C(=O)c1ccc(Cl)cc1Cl (stereo not given),9,-0.1,6,-1.2,-1.3,-0.1,-1.0,3,-2,0.9,.
Cc1nc2ccc(NC(=O)c3ccc(Br)o3)cc2s1,0,1.0,-9,-1.5,4.7,0.3,6.2*,-5,7,5.1,2.3
COc1cccc(N2C(=O)CC(N3CCC(C(N)=O)(N4CCCCC4)CC3)C2=O)c1 (stereo not given),11,-1.1,-3,-1.4,0.1,-0.6,-0.2,10,1,2.1,0.6
c1cn(CCCNC2CCCCCCC2)cn1,1,-0.7,2,-1.7,-1.4,0.2,-0.1,4,-3,0.0,1.2
Cc1nn(C)c(C)c1/C=N/N=C1\CCC2C3CCc4cc(O)ccc4C3CCC12C (stereo not given),-5,-2.1,-13,-1.7,0.3,0.2,0.4,1,0,3.0,-0.6
CCN(CC(=O)N1CCN(c2ccccc2)CC1)S(=O)(=O)c1ccc(C)cc1,-5,-0.8,0,-1.8,-2.4,-0.7,-0.3,4,-2,0.7,0.1
CCOC(=O)C1(C)CCCN1C(=O)c1ccc(F)c(Cl)c1 (stereo not given),7,-1.8,2,-1.6,2.8,0.2,-0.5,-1,-2,-0.6,.
Cc1ccc(NC(=O)N2CCC(NC(=O)c3ccco3)CC2)cc1,0,-0.9,-1,-1.1,-0.9,0.1,0.0,-3,1,0.0,0.3
Cc1cc(C)cc(NC(=O)C2CCCN2S(=O)(=O)c2cccc3cccnc23)c1 (stereo not given),-10,-0.3,-2,-1.1,-1.4,0.2,-2.0,-4,0,2.6,0.2
NC(=S)NNC(=O)c1ccccc1Cl,5,0.1,0,-1.8,-0.6,-0.1,0.9,1,-3,-0.7,-0.8
CC(=O)NC1C(OCc2ccccc2)OC(COC(C)=O)C(OC(C)=O)C1OC(C)=O (stereo not given),0,0.7,-1,-1.1,-3.4,0.6,-0.8,-5,1,2.5,-0.7
Cc1ccc(C)c(-n2c(CNC(=O)c3ccco3)nnc2SCC(=O)Nc2nnc(C)s2)c1,-1,-0.7,4,-0.2,5.2,0.1,-0.5,-1,3,0.0,0.2
Cc1ccccc1Sc1ncnc2onc(C)c12,6,1.3,-1,-1.2,0.5,-0.2,0.1,-4,3,-0.2,-0.4
CCOC(=O)Nc1ccc2c(COC(=O)CN(C)S(=O)(=O)c3ccc(C)cc3)cc(=O)oc2c1,-6,0.7,-3,-1.3,1.3,1.5,0.8,-5,0,4.5,3.9
CCCCN(C(=O)c1ccccc1F)c1c(N)n(CCC)c(=O)[nH]c1=O,4,0.1,6,-1.0,1.6,-0.6,0.0,0,-2,0.3,-0.8
Cc1ccc(NC(=O)C2CCCN(S(=O)(=O)c3cnc[nH]3)C2)c(Br)c1 (stereo not given),2,-0.2,0,-0.8,6.0,-1.1,-0.8,-6,-1,0.5,0.4
COC(=O)CSc1n[nH]c(=S)s1,3,2.9,0,-0.7,3.8,0.2,1.7,2,-4,0.9,-0.4
CNC(=O)c1c(C)noc1C,1,-0.3,2,-0.7,2.2,0.1,0.7,0,-1,0.5,-0.2

# Just hgDAF-12 ag (4 entries from above):
molecule | hgDAF-12 ag
CCOC(=O)C1(C)CCN1C(=O)c1ccc(Cl)cc1Cl (stereo not given) | -1.3
CCCCN(C(=O)c1ccccc1F)c1c(N)n(CCC)c(=O)[nH]c1=O | 1.6
Cc1nn(C)c(C)c1/C=N/N=C1\CCC2C3CCc4cc(O)ccc4C3CCC12C (stereo not given) | 0.3
Cc1cc(C)cc(NC(=O)C2CCCN2S(=O)(=O)c2cccc3cccnc23)c1 (stereo not given) | -1.4

# New compounds follow
SMILES,sPLA2-III inh,hcDAF-12 act,NPR1 activator,ssDAF12 agonist,hgDAF-12 ag,proKLK7 act,DAX1 inh-1,GC-B act,SMARCA2 act,FXN GAA850 act,DAX1 inh-2
CCC(C)NC(=O)Cn1c(-c2ccccc2)cc(C(C)=O)c1C (stereo not given),-3,-0.2,-3,-1.1,3.0,-0.1,-0.1,3,1,0.4,-1.6
CCN(CC)C(=O)CN1C(=O)c2cccc3cccc(c23)C1=O,5,-0.9,0,-0.9,-0.7,1.1,0.1,-1,-6,1.2,-0.3
C=CCn1c(C(CCC(C)C)CC(C)(C)O)n[nH]c1=S (stereo not given),15,-0.3,2,-0.8,-0.4,0.9,-0.4,1,3,-0.8,-0.4
CC(NCc1nc2ccccc2n1C)C12CC3CC(CC(C3)C1)C2 (stereo not given),5,1.3,0,-1.3,-1.4,0.7,-0.3,-3,-5,0.9,1.2
COC(=O)c1ccc(C[n+]2ccccc2)cc1,2,-1.9,2,-0.4,2.9,0.3,-0.1,3,1,2.1,-0.5
Cc1cccc(Oc2coc3cc(OC(=O)c4cncc(Br)c4)ccc3c2=O)c1,-5,0.5,3,0.4,4.0,3.6,0.5,1,6,-1.0,0.1
O=C(OCC(=O)c1c[nH]c2ccccc12)c1ccco1,-4,0.9,0,-0.7,5.2,0.6,-0.3,4,3,2.4,0.3
O=S1(=O)C=CCN1Cc1cn(Cc2cccc(Cl)c2)nn1,0,-1.1,2,-1.2,2.8,-0.3,0.6,4,0,.,.
CCOC(=O)C1CCCN(CCC(=O)Nc2ccccc2C)C1 (stereo not given),13,-0.1,-2,-1.7,1.4,-0.1,0.6,1,-3,2.3,3.3
COc1ccc(N2CCN(C(=O)CSc3nc4nc(C)cc(C)n4n3)CC2)cc1,4,-1.2,-4,-1.4,0.1,0.1,0.5,0,-3,0.4,0.1
CN(C1CCCCC1)C(CNS(=O)(=O)c1ccc(Cl)cc1)c1ccccc1 (stereo not given),12,-0.2,-36,-0.6,0.1,-0.3,0.5,-12,-4,-0.7,0.7
CC(C)Oc1ccc(C(=O)O)c(C(=O)O)c1,-1,0.6,4,0.0,-1.6,0.6,-0.3,0,-4,2.3,0.7
c1ccc(Cn2c(CNc3nc4ccccc4n3CCN3CCCCC3)nc3ccccc32)cc1,-10,-2.7,-6,-1.4,-3.5,1.1,-0.6,-8,4,-11,-0.6
COc1ccc(/C=c2\s/c(=C/C(=O)c3ccc(C)cc3)[nH]c2=O)cc1OC,-19,-0.5,0,-1.1,-2.5,-2.6,-0.2,4,-4,0.8,1.9
Cc1cccc(-c2c3c(=O)n(C)c(=O)n(C)c3cn2-c2ccc(O)cc2)c1,-14,3.5,2,-1.3,0.3,-0.3,0.0,5,2,0.3,-0.6
COc1cc(C(CC(=O)N2CCN(c3ccccc3)CC2)c2c(OC)cc(OC)c3ccc(=O)oc23)cc(OC)c1OC (stereo not given),-12,-2.0,-2,-1.3,0.9,-0.9,-0.7,-2,0,-0.5,2.3
COc1cc(-c2nnc(SCC(=O)O)n2-c2ccccc2)cc(OC)c1OC,3,0.3,-2,-1.0,0.2,0.7,-0.1,2,-2,1.5,0.7
OCCCNc1cc(-c2ccnc(Nc3cccc(Cl)c3)n2)ccn1,-32,-4.6,15,-2.3,-11,-1.2,-2.9,3,-7,-14,-6.3
O=C(CN(C(=O)Cn1nnc(-c2ccccc2F)n1)c1cccc2c1CCCC2)NCc1ccccc1,-9,-1.2,-3,-1.8,-2.5,0.4,0.4,3,-4,-2.0,-1.5
CC1CC(C)CN(CCCCOc2ccc([N+](=O)[O-])cc2)C1 (stereo not given),-4,-1.3,-4,-1.7,2.4,0.2,0.2,-1,-1,1.9,0.1
CCCCCn1c(C(Cc2ccccc2)NC(C)=O)nc2ccccc21 (stereo not given),1,0.1,-21,-0.9,-0.7,0.5,-0.4,-18,2,-0.7,-0.1
NC(=O)CSc1nnc(COc2ccccc2)n1C1CCCCC1,8,-1.4,-4,0.4,-3.5,0.3,-0.5,-1,-3,1.8,-0.1
Cc1ccc(NS(=O)(=O)c2coc(C(N)=O)c2)cc1F,-1,-0.9,1,-1.2,5.9,0.3,0.4,-1,-1,0.0,0.7
Cc1cccc(NC(=O)c2cc3c(=O)n4ccccc4nc3n(CC(C)C)c2=N)c1,8,-0.6,2,0.0,2.7,0.0,-1.4,3,2,1.1,0.2
C=CCn1c(C)cc(-c2csc(NC(=O)C3CCN(c4ncnc5sc(C)c(C)c45)CC3)n2)c1C,0,-2.9,-5,-0.9,-0.1,-0.6,-1.1,-4,-3,0.2,0.1
CC1(C)N([O-])C2=C(CCCC2)[N+]1=O,3,0.0,5,-1.7,-1.3,0.2,-0.5,-3,0,-0.1,0.6
CCC1NC(=O)c2ccccc2N1c1cccc(Cl)c1 (stereo not given),-2,-1.9,-18,-1.4,-0.8,4.4,0.2,-21,-1,-0.6,0.8
COCCCNC(=O)CN(c1cc([N+](=O)[O-])ccc1OC)S(C)(=O)=O,2,-2.2,3,-1.0,-0.6,-0.5,0.4,0,-2,0.1,-0.3
CC(=O)Nc1ccc(NCc2ccc(C)s2)cc1,2,-2.0,-2,-0.7,0.0,-0.1,0.9,-3,2,4.9,1.6
CCCCn1nnnc1C(c1ccccc1)N1CCN(c2c(Cl)cncc2Cl)CC1 (stereo not given),-12,-2.1,-4,-1.2,1.1,0.9,-1.9,-4,4,.,.
O=C(/C=C/c1ccco1)NC(=S)Nc1cc(C(F)(F)F)ccc1N1CCOCC1,4,0.1,10,-1.2,-1.5,0.4,-0.4,12,-2,3.2,0.0
COc1ccc(NC(=O)CSCC(=O)Nc2ccccc2N2CCCCC2)cc1,-19,-2.2,-21,-1.4,-0.6,0.0,-0.5,-15,0,2.4,-0.4
CC(C)=CCNc1ncnc2c1c(C#N)cn2C1OC(CO)C(O)C1O (stereo not given),0,-1.4,-1,-1.6,-1.3,0.0,-1.9,1,41*,-1.6,1.3
O=C(NC1CC2CCCC(C1)N2Cc1ccccc1)c1cccc(Cl)c1 (stereo not given),5,-1.1,-5,-0.9,0.5,-0.3,-0.1,-3,-3,-1.0,-0.6
N#Cc1ccc(OCC(=O)OCC(=O)N2CCc3ccccc32)cc1,0,1.8,1,-0.7,2.0,0.5,0.5,3,-1,1.3,-0.7
Cc1ccc(C(=O)Nc2c(C)n(C)n(-c3ccccc3)c2=O)cc1,1,1.0,1,-1.1,-1.2,-0.2,-0.4,0,2,3.7,-0.2
O=C(NCc1cccnc1)C1CCCCN1S(=O)(=O)c1ccc(F)cc1 (stereo not given),2,-0.7,3,-1.5,-0.6,0.3,0.1,7,-2,2.0,-0.8
